APOBEC3G inh = inhibitors of human APOBEC3G DNA deaminase. Q9HC16. recombinant A3G, ssDNA deamination FAM/TAMRA fluorescence. inhibition, % at 20 µM. 330,000 compounds, 0.28% hits;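 active means inhibition of at least 40% at 20 µM, with no more than 30% in the related APOBEC3A deaminase screen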;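 further: plate controls were DMSO wells with A3G for no effect and wells lacking A3G enzyme for full effect; some compounds called inactive have numbers as strong as hits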
Target sequence (Q9HC16 whole entry, looked up): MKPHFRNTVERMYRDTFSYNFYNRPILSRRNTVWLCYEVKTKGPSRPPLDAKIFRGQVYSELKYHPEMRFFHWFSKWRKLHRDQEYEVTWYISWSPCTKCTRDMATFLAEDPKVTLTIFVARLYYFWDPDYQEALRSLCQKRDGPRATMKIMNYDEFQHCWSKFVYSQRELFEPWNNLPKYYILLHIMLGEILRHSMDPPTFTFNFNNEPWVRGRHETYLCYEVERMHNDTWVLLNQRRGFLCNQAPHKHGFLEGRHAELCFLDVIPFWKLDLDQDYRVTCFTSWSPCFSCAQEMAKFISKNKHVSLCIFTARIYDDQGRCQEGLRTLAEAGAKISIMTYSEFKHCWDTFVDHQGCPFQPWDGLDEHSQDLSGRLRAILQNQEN
APOBEC3A inh = human APOBEC3A DNA deaminase inhibition; inhibition, % at 20 µM; AID 493011; recombinant A3A, FAM/TAMRA ssDNA deamination fluorescence; 330,000 compounds, 0.41% hits;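 active means at least 40% inhibition at 20 µM here, with at most 30% in a related deaminase screen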;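 further: plate controls were A3A with DMSO for no effect and wells lacking A3A enzyme for full effect; some results filed as inactive read as strong as hits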
Target sequence (P31941 whole entry, looked up): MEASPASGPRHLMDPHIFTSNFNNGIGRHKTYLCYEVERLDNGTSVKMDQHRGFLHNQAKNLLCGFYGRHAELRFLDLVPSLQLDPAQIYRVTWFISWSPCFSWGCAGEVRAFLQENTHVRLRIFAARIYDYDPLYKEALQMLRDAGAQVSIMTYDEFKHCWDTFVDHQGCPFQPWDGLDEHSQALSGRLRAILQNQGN
Active calls of the source: *. These rows are one share of the data, so the mix of outcomes need not match the whole.

# | compound | APOBEC3A inh | APOBEC3G inh
1 | Cc1sc2c(c1C)C(=O)NC(c1cccc(O)c1)N2 (stereo not drawn) | 1 | 25
2 | N#Cc1cc([N+](=O)[O-])ccc1NC(=O)COC(=O)C12CC3CC(CC(C3)C1)C2 | 2 | -7
3 | COc1nc(N=C(N)N)nc2ccc(C)cc12 | 14 | 8
4 | Cc1ccc(NC(=O)Cn2c(O)c(N=NC(=O)c3cc([N+](=O)[O-])ccc3O)c3ccccc32)cc1 | 3 | -4
5 | Cc1ccc(Cl)cc1NC(=O)COC(=O)c1ccc(N2CCCC2)c([N+](=O)[O-])c1 | 1 | -2
6 | Cc1nn(C)c(C)c1S(=O)(=O)N(CC(=O)NCc1ccco1)c1ccc(C(C)C)cc1 | 1 | 1
7 | O=C(c1ccc(Cl)cc1[N+](=O)[O-])N(Cc1ccccc1)Cc1ccccc1 | 1 | -5
8 | CCC(C)C(=O)Nc1cccc(SC)c1 (stereo not drawn) | 1 | -1
9 | COC(=O)[C@@H](NC(=O)O[C@@H]1C(=O)c2cc(Br)ccc2O[C@H]1c1cccc(OC)c1)C(C)C | -1 | -5
10 | N#Cc1nc(-c2ccc(OCc3ccccc3)cc2)oc1NCCN1CCOCC1 | 4 | -1
11 | CC(C)c1ccc(C2C(C#N)=C(N)N3C(=C2C#N)Sc2ccccc23)cc1 (stereo not drawn) | 2 | 3
12 | C=CCN1C(=O)/C(=C2/Sc3ccc(OC)cc3N2C)SC1=Nc1ccc(OC)cc1 | 0 | -1
13 | Cn1c(-c2nnn(-c3ccc(F)cc3)n2)cc2ccccc21 | -3 | -8
14 | CCOC(=O)c1cc(NC(=O)COC)ccc1O | 10 | -5
15 | Cc1cccc(NC(=O)C2C3C=CC(O3)C2C(=O)O)c1 (stereo not drawn) | -7 | 8

Part of the list above, with values ahead of the structure:
nr	APOBEC3A inh	APOBEC3G inh	mol
11	2	3	CC(C)c1ccc(C2C(C#N)=C(N)N3C(=C2C#N)Sc2ccccc23)cc1 (stereo not drawn)
12	0	-1	C=CCN1C(=O)/C(=C2/Sc3ccc(OC)cc3N2C)SC1=Nc1ccc(OC)cc1

(list continues)
# | compound | APOBEC3A inh | APOBEC3G inh
16 | CC1=CCC(/C=N\Nc2nnc3c(n2)[nH]c2ccccc23)CC1 (stereo not drawn) | -1 | -9
17 | C/C(=N\NC(=O)CNC(=O)C(c1ccccc1)c1ccccc1)c1ccc(C)cc1 | -3 | 1
18 | CC(=O)c1ccc(NC(=O)c2cc3nc4c(c(C(F)(F)F)n3n2)CCCC4)cc1 | 0 | -3
19 | COc1cc(NC(=O)Cn2cnc3sc(C)c(S(=O)(=O)N4CCN(C)CC4)c3c2=O)cc(OC)c1OC | 0 | -1
20 | CC(C)C(C(=O)N1CCN(C(=O)OC(C)(C)C)CC1)n1cc(-c2cn([C@@H](C)C(=O)N3CCN(C(=O)OC(C)(C)C)CC3)nn2)nn1 (stereo partly drawn) | 2 | -6
21 | CCc1c(C)c(C#N)c2nc3ccccc3n2c1N1CCN(c2cc(C)ccn2)CC1 | 0 | -1
22 | CCCNC(=O)OC[C@H]1O[C@H](CCO/N=C/c2ccc(C(=O)N3[C@H](c4ccc(C)cc4)[C@@H](C)CC[C@H]3C(=O)OC)cc2)C=C[C@@H]1Oc1ccc(OC)cc1 | -1 | -3
23 | O=C(NCCCN1CCCC1=O)c1ccc2c(=O)n(-c3ccc(F)cc3)c(=S)[nH]c2c1 | -1 | -16
24 | COc1ccccc1N/C=C1/Sc2cc(Cl)ccc2NC1=O | -1 | 23
25 | COC(=O)c1sc(NC(=S)NC(=O)c2ccc(F)cc2)nc1C | 0 | -3
26 | Cc1ccc(N2C(=O)CC(N3CCN(C)CC3)C2=O)cc1 (stereo not drawn) | -3 | -4
27 | COCc1cc(=O)[nH]c(Nc2nc(C)c3cc(OC)ccc3n2)n1 | 2 | 4
28 | CC1=C(C)Cc2c(OC(=O)c3ccccc3)ccc(OC(=O)c3ccccc3)c2C1 | 1 | -3
29 | c1coc(C2Nc3cccc4cccc(c34)N2)c1 | 40 | 54
30 | O=c1c2ccccc2[nH]c(=S)n1CCN1CCC(=C(c2ccc(F)cc2)c2ccc(F)cc2)CC1 | 0 | -8
31 | COc1ccccc1Nc1nc(-c2sc(NC(=O)c3cccc(Cl)c3)nc2C)cs1 | -3 | -9
32 | O=C1CC(c2ccccc2Cl)Cc2c1cnn2-c1nc2ccccc2s1 (stereo not drawn) | 0 | -2
33 | O=C1Nc2cc(C(=O)N3CCN(c4ccccc4F)CC3)ccc2NC1CSCc1ccccc1F (stereo not drawn) | -6 | 7
34 | COc1ccc(NC(=O)c2nc[nH]c2C(=O)NCCCCCNC(=O)OC(C)(C)C)cc1 | 0 | -5
35 | N#CC1=C(N)OC2=C(CC/C2=C\c2ccc(F)cc2)C1c1ccc(F)cc1 (stereo not drawn) | -4 | -10
36 | C/C(=N\Nc1ccc(C(=O)O)cc1)c1nc2ccccc2n1C | 0 | -4
37 | C#CCOCCOCCOCCNc1nc(N2CCN(C(=O)[C@H](CCCCN)n3cc([C@@H](N)CO)nn3)CC2)nc(N2CCN(C(=O)[C@H](Cc3cc4ccccc4[nH]3)n3cc([C@@H](N)CO)nn3)CC2)n1 | -1 | -5
38 | COc1ccccc1N(CCN1C(=O)c2cccc3cccc(c23)C1=O)C(=O)c1ccncc1 | -1 | -7
39 | CCCOc1ccc(C(=O)CCC(=O)OCC(=O)Nc2ccc(OCC)cc2)cc1 | 4 | -3
40 | COC(=O)c1ccc2c(C(C)(C)O)c(C(C)(C)O)[nH]c2c1 | -2 | -5
41 | CCC(C)NC(=O)CSc1nc2ccc(N3CCOCC3)cc2c(=O)n1CCc1ccccc1 (stereo not drawn) | -3 | -8
42 | CCc1noc(C)c1C(=O)Nc1nnc(C2CCCCC2)s1 | 2 | -5
43 | CCOC(=O)C1=C(C)N(CCCC(=O)O)C(=O)NC1c1cc2ccccc2c2ccccc12 (stereo not drawn) | -4 | -11
44 | CCOc1ccc(S(=O)(=O)Nc2cc(Sc3ncn[nH]3)c3oc(=O)sc3c2)cc1 | -4 | 5
45 | C#CCOCCOCCOCCNc1nc(N2CCN(C(=O)[C@H](CCC(=O)O)n3cc(C(N)CO)nn3)CC2)nc(N2CCN(C(=O)[C@H](CCCCN)n3cc(C(N)CC(C)C)nn3)CC2)n1 (stereo partly drawn) | 1 | 4
46 | COc1ccc(CNC(=O)c2ccc(Br)cc2)cc1 | 1 | -4
47 | OC1CNCc2cc3c(cc21)OCCO3 (stereo not drawn) | 2 | 0
48 | CC(C)n1cnc2c(NCc3ccccc3)cc(N[C@@H](CO)Cc3ccccc3)cc21 | -1 | -9
49 | Cc1ccc2c(-c3csc(N)n3)c[nH]c2c1 | -1 | 0
50 | COc1ccccc1N=c1c2c([N+](=O)[O-])cc([N+](=O)[O-])cc2n(O)n1-c1ccccc1OC | 2 | -3
51 | CC(C)(C)OC(=O)NCCCCC1=CC2=CC(=O)C(C)(OC(=O)c3cnc4ccccc4n3)C(=O)C2=CO1 (stereo not drawn) | 1 | -11
52 | Cc1c(Br)c([N+](=O)[O-])nn1CC(=O)Nc1ccc(CC#N)cc1 | 2 | -11
53 | CC1(C)Cc2c(c(N3CCOCC3)nc3sc4c(N5CCOCC5)nnnc4c23)CS1 | 4 | -4
54 | CCOC(=O)/C(C#N)=C/c1cc(C)n(-c2ccc(Br)cc2)c1C | -3 | -5
55 | CC(C)COC(=O)COc1cc(Cl)c(Cl)cc1Cl | -4 | -12
56 | COC(=O)[C@@H]1CC[C@H](C)[C@@H](c2ccc(C)cc2)N1C(=O)c1ccc(/C=N/OC[C@@H](O)COCc2ccco2)cc1 | -1 | -13
57 | Fc1ccc(-n2nnc(-c3ncc[nH]3)n2)cc1 | -5 | -8
58 | Cc1ccc(-n2c(N)c(C(=O)Nc3c(C)n(C)n(-c4ccccc4)c3=O)c3nc4ccccc4nc32)cc1C | 4 | -2
59 | CO[C@H]1C=CO[C@@]2(C)Oc3c(C)c(O)c4c(O)c(c(C=NN5CCN(C6CCCC6)CC5)c(O)c4c3C2=O)NC(=O)C(C)=CC=C[C@H](C)[C@H](O)[C@@H](C)[C@@H](O)[C@@H](C)[C@H](OC(C)=O)[C@@H]1C | 0 | -1
60 | O=C1OC(c2ccc(F)cc2)=C/C1=C\c1ccc([N+](=O)[O-])o1 | 21 | 15
61 | Cc1ccc(CN2CCN(CC(=O)N3CCc4ccccc4C3)C2=O)cc1 | -1 | -2
62 | Cc1c(-c2ccc(O)cc2)nc2nc(-c3ccccc3)c(-c3ccccc3)nn12 | -18 | -25
63 | CCN(CC)CCCNCC(=O)Nc1ccc(OC)c(Cl)c1 | 0 | -4
64 | O=C(O)CS/C(=C\c1ccc(F)cc1)c1nc2ccccc2s1 | 2 | -4
65 | O=c1nc(/C=C/c2ccc(-c3ccc(F)cc3)o2)cc(C(F)(F)F)[nH]1 | -3 | -6
66 | CC(C)CCNC(=O)c1ccc(Cl)c(N)c1 | 1 | -2
67 | CN1C(=O)/C(=C/c2cn(CC(=O)N3CCCCC3)c3ccccc23)c2ccccc21 | 2 | -4
68 | CCOC(=O)c1c(C)[nH]c(C(=O)NCc2ccco2)c1C | -7 | -11
69 | Clc1ccc2c(c1)CCc1cccnc1C2=C1CCNCC1 | 0 | 0
70 | COc1cccc(N2CCN(C(=O)c3ccc4nc(N5CCC(C)CC5)sc4c3)CC2)c1 | 0 | -6
71 | O=C(CSc1ccc(Cl)cc1)Nc1cc(-c2nc3ncccc3o2)ccc1Cl | 1 | -4
72 | O=C(COc1ccc2ccccc2c1)Nc1cccc2c1C(=O)NC2=O | 1 | -5
73 | COc1ccc2c(c1)O[C@@H](c1cccc(C(F)(F)F)c1)[C@H](OC(=O)N[C@H]1CCCc3ccccc31)C2=O | 29 | -6
74 | CCOC(=O)CN(Cc1ccccc1)C(=O)OC(C)(C)C | -7 | 1
75 | Cc1cccc(NC(=O)CSc2nc3ccc(NC(=O)CSc4nnnn4-c4ccccc4)cc3s2)c1C | -3 | -5
76 | Cc1ccc(C)c(N2CCN(CCCNC(=O)CCC(=O)N3CCOc4ccc(Cl)cc43)CC2)c1 | -3 | -4
77 | OCCN1C[C@H](O)[C@@H](O)[C@H](O)[C@H]1CO | 2 | -3

Down the list, as entered above:
APOBEC3G inh, compounds 50–58: -3, -11, -11, -4, -5, -12, -13, -8, -2
APOBEC3A inh, compounds 50–58: 2, 1, 2, 4, -3, -4, -1, -5, 4

Among those listed so far, these contain fluorine.
# | compound | APOBEC3A inh | APOBEC3G inh
13 | Cn1c(-c2nnn(-c3ccc(F)cc3)n2)cc2ccccc21 | -3 | -8
18 | CC(=O)c1ccc(NC(=O)c2cc3nc4c(c(C(F)(F)F)n3n2)CCCC4)cc1 | 0 | -3
23 | O=C(NCCCN1CCCC1=O)c1ccc2c(=O)n(-c3ccc(F)cc3)c(=S)[nH]c2c1 | -1 | -16
25 | COC(=O)c1sc(NC(=S)NC(=O)c2ccc(F)cc2)nc1C | 0 | -3
30 | O=c1c2ccccc2[nH]c(=S)n1CCN1CCC(=C(c2ccc(F)cc2)c2ccc(F)cc2)CC1 | 0 | -8
33 | O=C1Nc2cc(C(=O)N3CCN(c4ccccc4F)CC3)ccc2NC1CSCc1ccccc1F (stereo not drawn) | -6 | 7
35 | N#CC1=C(N)OC2=C(CC/C2=C\c2ccc(F)cc2)C1c1ccc(F)cc1 (stereo not drawn) | -4 | -10
57 | Fc1ccc(-n2nnc(-c3ncc[nH]3)n2)cc1 | -5 | -8
60 | O=C1OC(c2ccc(F)cc2)=C/C1=C\c1ccc([N+](=O)[O-])o1 | 21 | 15
64 | O=C(O)CS/C(=C\c1ccc(F)cc1)c1nc2ccccc2s1 | 2 | -4
65 | O=c1nc(/C=C/c2ccc(-c3ccc(F)cc3)o2)cc(C(F)(F)F)[nH]1 | -3 | -6
73 | COc1ccc2c(c1)O[C@@H](c1cccc(C(F)(F)F)c1)[C@H](OC(=O)N[C@H]1CCCc3ccccc31)C2=O | 29 | -6

Assay outcomes deposited in PubChem BioAssay by Sanford-Burnham Center for Chemical Genomics.
